Compound activity as filed in PubChem.
HKDC1 inh – HKDC1 (human) hexokinase inhibition | recombinant HKDC1, G6PDH/diaphorase resazurin coupled fluorescence | 340,000 compounds, 0.16% hits | inhibition, % at 20 µM;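 active = inhibition above about 35% when tested at 20 µM, limit read from the data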;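 also: plate controls were DMSO wells with enzyme for no effect and DMSO wells lacking enzyme for full effect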
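test system = in-house recombinant HK5 (HKDC1) enzyme | amount = HKDC1 at 5 µg/mL | control set = DMSO-enzyme wells negative, buffer-substituted wells positive | compound = one dose of 20 µM, 1% DMSO | schedule = reaction time 90 min, room temperature, protected from light | technique = resorufin fluorescence at 613 nm | reagent = glucose with 1 mM ATP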
SENP7 inh – inhibitors of human SENP7 protease; Q9BQF6; inhibition, % at 5 µM; 330,000 compounds, 1.5% hits; recombinant SENP7, Z-RLRGG-aminoluciferin luminescence, 40 min; AID 434973;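 active = inhibition above about 50% at the single test dose, limit read from the data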;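 also: plate controls were DMSO with enzyme for no effect and no enzyme buffer wells for full effect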
Target sequence (Q9BQF6 706-1050 limits assumed): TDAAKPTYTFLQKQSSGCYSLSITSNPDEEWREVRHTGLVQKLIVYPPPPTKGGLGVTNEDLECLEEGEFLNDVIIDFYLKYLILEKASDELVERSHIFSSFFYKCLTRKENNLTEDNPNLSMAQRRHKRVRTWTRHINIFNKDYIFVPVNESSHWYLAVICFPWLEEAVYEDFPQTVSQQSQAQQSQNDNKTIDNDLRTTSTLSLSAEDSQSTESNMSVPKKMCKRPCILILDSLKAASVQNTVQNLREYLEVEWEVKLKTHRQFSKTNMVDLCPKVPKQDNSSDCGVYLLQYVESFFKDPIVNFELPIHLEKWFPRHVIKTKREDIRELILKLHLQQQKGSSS
NALP3 yeast inh – blocks the NALP3 inflammasome reconstituted in yeast; Yeast reconstituted NLRP3/ASC/caspase-1, beta-gal luminescence, 24 h; inhibition, % at 10 µM; 330,000 compounds, 0.39% hits; AID 2825;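 active = inhibition of 50% or more; inactive = inhibition below 50%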;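 also: plate controls were induced DMSO wells for no effect and uninduced yeast grown without galactose for full effect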
SENP8 block-1 – inhibitors of human SENP8 protease. inhibition, % at 10 µM. purified SENP8, Z-RLRGG-aminoluciferin cleavage, luminescence. AID 2540. Q96LD8. 330,000 compounds, 1.2% hits; in the data active = inhibition above about 50%
SENP1 inh – inhibitors of human SENP1 SUMO protease catalytic domain | recombinant SENP1 catalytic domain, CyPet-SUMO1-YPet FRET cleavage | inhibition, % at 10 µM | 360,000 compounds, 0.21% hits;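 active = inhibition at least 30% at 10 µM, raw YFP signal under a set limit, fluorescence ratio 0.5 to 1.5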;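 also: 0% = enzyme with DMSO and 100% = no enzyme wells; some results filed as inactive read as strong as hits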
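Controls: no-enzyme wells low, DMSO-plus-enzyme wells high control. Test system: human recombinant His6-tagged SENP1 catalytic domain enzyme. Reagent: SFCypet-SUMO1-SFYpet FRET protein substrate, 25 nM final. Doses: one dose per compound, 10 µM, 0.5% DMSO. Detection: FRET, CFP and YFP emission. Timing: 50 min reaction at room temperature.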
SENP8 block-2 – SENP8 (human) protease inhibition | Q96LD8 | 360,000 compounds, 0.64% hits | inhibition, % at 20 µM | AID 602440 | recombinant SENP8, Nedd8 substrate fluorescence; in the data active = inhibition mostly above about 40%, no sharp cut-off; inactive = mostly below about 27%
Apaf1 inhib – blocks human Apaf-1 apoptosome activity. O14727. reconstituted apoptosome caspase-3 activity, DEVD-Rh110 fluorescence. inhibition, % at 20 µM. 330,000 compounds, 0.71% hits; active = inhibition of at least 40% at 20 µM;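 also: plate controls were DMSO wells for no effect and DEVD-CHO caspase inhibitor wells for full effect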
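Assay system – apoptosome proteins · Medium – Hepes buffer, pH 7.5 · Also added – cytochrome c with DEVD-Rh110 · Timing – 30 min compound preincubation, 50 min activation, room temperature · Detection – Rh110 fluorescence, excitation 480 nm, emission 540 nm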
PfG6PD inh – PfG6PD (Plasmodium falciparum) enzyme inhibition. PfGluPho enzyme, NADPH resazurin-diaphorase fluorescence. inhibition, % at 20 µM. 350,000 compounds, 0.78% hits;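 active = inhibition reaching at least a set limit at 20 µM in the primary screen, cut at about 59% in these data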;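 also: 0% = DMSO wells with substrate and 100% = DMSO wells lacking glucose-6-phosphate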
SENP6 inh – blocks the human protease SENP6 | 330,000 compounds, 1.8% hits | Recombinant SENP6 catalytic domain, aminoluciferin luminescence | inhibition, % at 10 µM;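 active = inhibition above about 50% at the single tested dose, limit read from the data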;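 also: plate controls were DMSO wells with enzyme for no effect and DMSO wells lacking enzyme for full effect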
Target sequence (Q9GZR1 628-1112 limits assumed): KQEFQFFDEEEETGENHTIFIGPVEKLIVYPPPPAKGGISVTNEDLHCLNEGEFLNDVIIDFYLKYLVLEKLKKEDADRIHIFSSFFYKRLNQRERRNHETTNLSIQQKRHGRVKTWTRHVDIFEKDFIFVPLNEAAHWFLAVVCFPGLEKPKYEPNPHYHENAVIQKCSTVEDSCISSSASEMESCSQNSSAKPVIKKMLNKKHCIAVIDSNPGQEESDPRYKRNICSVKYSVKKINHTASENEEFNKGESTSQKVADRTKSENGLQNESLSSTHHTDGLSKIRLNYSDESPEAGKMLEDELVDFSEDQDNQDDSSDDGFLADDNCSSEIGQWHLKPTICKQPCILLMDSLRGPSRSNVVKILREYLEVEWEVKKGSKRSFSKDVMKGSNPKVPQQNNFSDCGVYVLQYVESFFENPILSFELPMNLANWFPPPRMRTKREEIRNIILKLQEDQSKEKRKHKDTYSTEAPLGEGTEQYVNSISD
* = called active by the depositor; i = inactive; x = not tested or not shown; & = joins results of further samples.

SMILES	HKDC1 inh	SENP7 inh	NALP3 yeast inh	SENP8 block-1	SENP1 inh	SENP8 block-2	Apaf1 inhib	PfG6PD inh	SENP6 inh
Cc1ccc(C)c(N2CCN(S(=O)(=O)c3cc4c(cc3C)NC(=O)CO4)CC2)c1	1	4	0	7	0	13	26	0	-6
COc1ccccc1NC(=S)NCCC(c1ccccc1)c1ccccc1	-5	4	14	1	1	11	10	-14	-5
COc1ccc(NC(=O)Nc2nnc(-c3ccccc3SCc3ccccc3)s2)cc1	-6	11	16	-1	1	-17	18	4	-27
O=C(COC(=O)Cc1ccccc1F)Nc1ccccc1[N+](=O)[O-]	-5	6	2	4	2	20	-7	2	6
CSc1nncc(/C(C)=N\Nc2ccccc2C)n1	-2	11	13	4	-1	54*	33	0	-3
CCN1CCN(Cc2ccc(NC(=O)c3cc(NC(=O)c4cc(C)on4)cc(OC)c3)cc2C(F)(F)F)CC1	4	-2	14	3	-1&-2	10&7	33	18&24	-13
CCN(CC)CCCNc1ncnc2ccccc12	-6	1	-1	-3	-2	-22	7	1	0
COc1ccc([N+](=O)[O-])cc1NCC(=O)c1ccc(C)cc1	12	1	24	-2	11	30	12	5	-13
Cc1ccc(-c2nc(C(=O)NC3CCCCCC3)no2)cc1	0	4	31	-22	2	3	11	15	-17
COc1cccc(CNC2CCCCCCC2)c1OC	-2	7	10	-8	3	11	-5	-2	7
COc1ccccc1-n1c(SCC(=O)Nc2cccc(C(=O)O)c2)nnc1-c1ccccc1C	-2	2	12	6	1	3	-7	-2	8
CCOC(=O)c1oc2ccccc2c1NC(=O)c1ccccc1OC	-3	1	31	2	2	-36	9	2	8
CN1Cc2c(N3CCOCC3)nc3sc(C(=O)c4ccc(Br)cc4)c(N)c3c2CC1(C)C	-1	8	45	-3	-34	-18	56*	44	10
Cc1ccc(S(=O)(=O)N2[C@@H](c3ccccc3)C(C(=O)O)=CC[C@H]2c2cccc(Cl)c2)cc1	8	3	12	-11	1	8	8	-6	-7
Cc1c(N=C2C(=O)Nc3ccccc32)c(=O)n(-c2ccccc2)n1C	-3	3	20	-2	3	16	6	0	5
COC(=O)c1nc2n(n1)C(c1ccc(OC)c(OC)c1OC)C1=C(CCCC1=O)N2 (stereo not given)	-7	0	14	-4	0	7	12	-6	-7
CCc1cccc(NC(=O)Cn2ncn3c(cc4ccccc43)c2=O)c1	-6	-15	11	-4	-10	-42	19	-5	-47
CC(=O)Oc1ccc(N2C(=O)C3C(C2=O)C2(C)C=CC3(C)O2)cc1 (stereo not given)	x	7	-12	-7	x	x	2	x	5
NNC(=O)c1ccc(N2CCc3ccccc32)c([N+](=O)[O-])c1	-6	-1	10	2	4	30	11	14	-14
CCCc1nnc(NC(=O)CN2CCOCC2)s1	-1	-5	12	-4	2	12	-1	-3	-15

As a short view, part of the list above:
SMILES	HKDC1 inh	SENP7 inh	NALP3 yeast inh	SENP8 block-1	SENP1 inh	SENP8 block-2	Apaf1 inhib	PfG6PD inh	SENP6 inh
O=C(COC(=O)Cc1ccccc1F)Nc1ccccc1[N+](=O)[O-]	-5	6	2	4	2	20	-7	2	6
CSc1nncc(/C(C)=N\Nc2ccccc2C)n1	-2	11	13	4	-1	54*	33	0	-3
CCN1CCN(Cc2ccc(NC(=O)c3cc(NC(=O)c4cc(C)on4)cc(OC)c3)cc2C(F)(F)F)CC1	4	-2	14	3	-1&-2	10&7	33	18&24	-13
CCN(CC)CCCNc1ncnc2ccccc12	-6	1	-1	-3	-2	-22	7	1	0

Next compounds
SMILES	HKDC1 inh	SENP7 inh	NALP3 yeast inh	SENP8 block-1	SENP1 inh	SENP8 block-2	Apaf1 inhib	PfG6PD inh	SENP6 inh
CCC(=O)c1cc(F)c(N2CCN(C(=O)Cc3ccccc3)CC2)cc1C	7	4	33	-3	0	6	2	-3	-9
CCOC(=O)c1ccc(NC(=O)c2nc[nH]c2C(=O)N(CC)CC)cc1	-4	3	25	5	2	4	7	-7	3
O=C(NCc1ccco1)c1ccccc1O	-3	-3	13	7	1	-40	3	9	22
CCN(CC(=O)NCc1cccs1)C(=O)c1cc(S(=O)(=O)NCc2ccccc2)ccc1C	1	9	12	-15	1	26	9	6	-25
COc1ccc(C(=O)NC(C)CCc2ccccc2)cc1 (stereo not given)	-9	-2	26	19	2	14	6	-2	6
Cc1ccc(N(C(=O)C2COc3ccccc3O2)C(C(=O)NC2CCCCC2)c2cn(C)nc2C)cc1 (stereo not given)	x	0	-5	-5	x	x	5	x	-14
CN(C)c1ccc(/C=C/c2ccc3c4ccccc4ccc3[n+]2-c2ccccc2)cc1	26	x	x	x	4	-85	x	66*	x
CC1(C)CC(=O)C2=C(C1)N(c1ccc(F)cc1)C(=O)CC2c1cccnc1 (stereo not given)	2	0	10	6	-2	11	0	-6	-3
COC(=O)COc1nsnc1N1CCOCC1	6	3	8	3	0	4	-4	2	-2
COC(=O)C1=C(C)N(Cc2ccccc2)C(=NCc2ccccc2)N[C@H]1c1cccc(F)c1	0	-10	19	-12	-2	7	41*	14	-15
Cc1ccc(NC(=O)CCN2CCN(CCO)CC2)cc1	-2	x	x	x	-1	19	x	-8	x
COc1ccc(OC)c(C=NNC(=O)c2ccccc2NS(=O)(=O)c2cccs2)c1	-3	0	3	4	-5	i	-8	-8	7
CCCNC(=O)CCc1c(C)nc2nc(-c3cc(OC)cc(OC)c3)nn2c1C	1	7	16	-4	2	-14	4	11	4
Cc1ccc(Oc2ncccc2/C=N/OCc2ccc(Cl)cc2Cl)cc1	-6	-2	15	-9	-1	-1	8	16	9
COc1ccc(-n2nnnc2SCC(=O)N2CCCc3ccccc32)cc1OC	0	6	7	-3	1	17	5	-9	-8
Cc1ccc(SCC(=O)OCC(=O)N(CC(C)C)c2c(N)n(Cc3ccccc3)c(=O)[nH]c2=O)cc1C	-4	-8	8	-4	-3	2	5	-4	-13
CCOc1ccc(Nc2nc(NCCN3CCOCC3)nc(OC)n2)cc1	-8	-1	2	-8	-6	3	-4	1	-7
CN(CCO)C(=O)C1CCN(c2ncc(C(F)(F)F)cc2Cl)CC1	-7	3	17	4	1	-3	5	-9	-8
COc1ccc2c(c1)c(C(=O)O)c(C)n2-c1ccccc1	2	5	15	-7	1	9	-9	-18	-9
CC1=[N+]([O-])C(N2CCOCC2)C(O)(c2ccccc2)C1 (stereo not given)	-4	-4	10	1	0	20	-7	-5	2

Five compounds out of the list, sorted by count of non-hydrogen atoms, descending.
SMILES	HKDC1 inh	SENP7 inh	NALP3 yeast inh	SENP8 block-1	SENP1 inh	SENP8 block-2	Apaf1 inhib	PfG6PD inh	SENP6 inh
CCCNC(=O)CCc1c(C)nc2nc(-c3cc(OC)cc(OC)c3)nn2c1C	1	7	16	-4	2	-14	4	11	4
CCOc1ccc(Nc2nc(NCCN3CCOCC3)nc(OC)n2)cc1	-8	-1	2	-8	-6	3	-4	1	-7
CN(CCO)C(=O)C1CCN(c2ncc(C(F)(F)F)cc2Cl)CC1	-7	3	17	4	1	-3	5	-9	-8
COc1ccc(C(=O)NC(C)CCc2ccccc2)cc1 (stereo not given)	-9	-2	26	19	2	14	6	-2	6
O=C(NCc1ccco1)c1ccccc1O	-3	-3	13	7	1	-40	3	9	22

Remaining list, next part:
SMILES	HKDC1 inh	SENP7 inh	NALP3 yeast inh	SENP8 block-1	SENP1 inh	SENP8 block-2	Apaf1 inhib	PfG6PD inh	SENP6 inh
CCOc1ccccc1C(=O)N[C@H](C(=O)Nc1cc(S(=O)(=O)N(C)C)ccc1OC)C(C)C	-14	4	-3	-1	1	-26	19	11	0
CCOC(=O)N1CCN(CC(O)COc2ccc(C)cc2C(C)(C)C)CC1 (stereo not given)	15	2	15	-5	4	27	15	18	-7
COC(=O)C(O)(CC(=O)Nc1cccc(SC)c1)C(F)(F)F (stereo not given)	8	-4	11	3	3	4	-27	-8	-5
COc1cc(/C=C2/NC(=O)N(Cc3ccccc3F)C2=O)ccc1O	6	-2	24	3	-39	-303	-3	-3	6
COc1ccc(CN2CC(COCc3ccccc3)Oc3ccccc3S2(=O)=O)cc1 (stereo not given)	3	5	x	x	2	-1	21	18	x
O=S(=O)(N(Cc1ccccc1)[C@H](CO)Cc1ccccc1)N(Cc1ccccc1)[C@H](CO)Cc1ccccc1	-7	4	-6	0	1	14	20	9	-3
O=C(Nn1c(-c2ccccc2)nc2ccccc2c1=O)c1cccs1	12	-15	-2	-11	0	15	-2	-28	-41
COc1ccc(OCC(=O)Nc2ccccc2C(=O)N2CCCC2)cc1	-3	-8	-10	-2	2	25	4	11	-7
C=C(C)Cn1c(-c2cccs2)n[nH]c1=S	-3	2	4	-7	-1	-440	1	33	10
O=C(Cc1cccs1)N/N=C\c1ccc([N+](=O)[O-])s1	-7	13	25	9	-7	29	5	27	34
COC(=O)c1sccc1NC(=S)Nc1ccc(C)cc1	7	6	7	-4	3	21	10	3	5
Cc1nc(NC(=O)CN2CCC(O)(c3ccc(F)cc3)CC2)sc1C	-2	-1	11	-4	1	13	-11	-25	0
CCOC(=O)c1nn(-c2ccccc2)c2nc(Nc3ccccc3)cc(=O)n12	4	10	7	4	0	-4	5	8	-13
CS(=O)(=O)N(CC(=O)N1CCCCC1)Cc1ccc(Cl)cc1	-4	-9	2	-10	2	7	1	8	5
COCCNC(=O)COC(=O)/C=C/c1c(C)nn(Cc2ccc(Cl)cc2Cl)c1Cl	-4	4	14	0	1	13	19	-20	3
CCC(=O)NNc1nc2c(C)cc(C)cc2s1	-4	3	10	1	2	8	-7	19	-11
COc1ccc(CC(=O)NC2CC(C)(C)NC(C)(C)C2)cc1OC	0	8	-3	-1	1	6	3	-3	-3
O=S(=O)(Oc1ccc(Cl)cc1)c1cccc2cccnc12	3	-12	58*	-10	0	14	0	26	-16
CCOC(=O)C1CCN(C(=O)CSCCSCC(=O)N2CCC(C(=O)OCC)CC2)CC1	-7	-1	-4	-2	1	2	-4	-24	-16
Cn1cccc1/C=C(/C#N)c1ccc(F)cc1	-2	9	-51	-4	0	0	10	-3	-17
